HSF1 activator – increases HSF-1 driven luciferase reporter signal | NIH3T3-HGL HSF-1 luciferase reporter, MG132, 8 h; 100% = twice DMSO control signal | activation, % at 9 µM | 300,000 tested, 1.7% active | AID 504408;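 active = mean replicate activation of at least 50% with a set share of replicates each reaching 50%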;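 note: 0% = median of the neutral control wells and 100% = twice that signal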
HSP90 refold inh – blocks HSP90-mediated luciferase refolding in reticulocyte lysate; Rabbit reticulocyte lysate, luciferase refolding luminescence, 3 h; inhibition, % at 5.6 µM; 290,000 tested, 0.91% active; AID 1789;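 active = inhibition above the screen-wide mean plus 3 SD, computed separately per campaign, cut at about 16% in these data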;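 note: 0% = DMSO wells and 100% = 60 µM geldanamycin wells; inhibitors lower the luminescence because luciferase stays unfolded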
AI-2 QS mod – modulators of Vibrio harveyi AI-2 quorum sensing system | Vibrio harveyi JMH597 AI-2 luminescence/OD600 ratio, 9 h; active compounds read low; strain lacks LuxN and CqsS sensors; 0 = neutral-control median | activity change, % at 7.5 µM | 300,000 tested, 0.4% active | AID 2094; in the data active = activity change below about -75%, passing the limit was not always enough;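 note: luminescence divided by OD600 gain over 9 h not by final OD600 alone; inactives centre near 13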
KLF5 inhibitor – suppresses KLF5 promoter-driven expression; DLD-1 KLF5 promoter-luciferase reporter, luminescence; inhibition, % at 5 µM; 290,000 tested, 0.23% active; AID 1700;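 active = inhibition above a per-plate limit of that plate's mean compound inhibition plus 3 SD, cut at about 60% in these data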;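 note: 0% = DMSO wells and 100% = LY294002 at 200 µM; higher means less KLF5 promoter-driven luciferase light; inactives centre near -14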
aSyn UTR inh – 5' untranslated region of α-synuclein, MLPCN primary screen; alpha-synuclein 5'UTR reporter, inhibitor activity; inhibition, % (tested at 7.5 µM); 300,000 tested, 0.82% active; AID 1813; in the data active = inhibition above about 60%;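 note: H4 neuroglioblastoma cells stably carrying SNCA 5'UTR luciferase fusion; 0% = DMSO wells and 100% = positive control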
IEC-6 cytotox – counter-screen for KLF5 inhibitors: cytotoxicity in IEC-6 cells; 290,000 tested, 0.78% active; inhibition, % at 5 µM; IEC-6 cytotoxicity, luminescence viability; in the data active = inhibition above about 22%;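 note: 0% = plate median of test compound wells and 100% = cytotoxic reference compound wells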
HIF activator – HIF pathway transcriptional activation; 300,000 tested, 0.32% active; activation, % at 7.5 µM (by protocol); U2OS HRE-luciferase reporter, luminescence; normalized: DMSO 0%, desferrioxamine 100%;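 active = mean activation of at least 10% of the iron chelator positive control signal, with at least half of replicates also reaching 10%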
HSF1 inh – HSF1 inhibition; AID 2098; 300,000 tested, 0.77% active; activity change, negative = inhibition, % at 7.5 µM (by protocol); NIH3T3-HGL HSE-luciferase, MG132-induced, luminescence 8 h; active compounds read low;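 active = more than half of replicate wells show activity change below -50%, luminescence cut by over half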;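 note: luciferase reports HSF-1 transcriptional activity via heat shock element; 0% = median of DMSO wells and -100% = zero luminescence signal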
Platelet DG rel – modulates dense granule release in human platelets; human platelet-rich plasma, SFLLRN dense granule ATP release, luminescence; inhibition, %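 (compounds screened at 7.5 µM in platelet-rich plasma)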; 300,000 tested, 0.22% active; AID 1663;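 active = mean replicate score, as percent of positive control, at or above 50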
HDAC3 inhib – inhibitors of human histone deacetylase 3; O15379; 320,000 tested, 0.15% active; recombinant HDAC3, fluorogenic peptide/trypsin coupled, fluorescence; inhibition, % at 8.3 µM; in the data active = inhibition above about 26%, passing the limit was not always enough
Target sequence (O15379 whole entry, looked up): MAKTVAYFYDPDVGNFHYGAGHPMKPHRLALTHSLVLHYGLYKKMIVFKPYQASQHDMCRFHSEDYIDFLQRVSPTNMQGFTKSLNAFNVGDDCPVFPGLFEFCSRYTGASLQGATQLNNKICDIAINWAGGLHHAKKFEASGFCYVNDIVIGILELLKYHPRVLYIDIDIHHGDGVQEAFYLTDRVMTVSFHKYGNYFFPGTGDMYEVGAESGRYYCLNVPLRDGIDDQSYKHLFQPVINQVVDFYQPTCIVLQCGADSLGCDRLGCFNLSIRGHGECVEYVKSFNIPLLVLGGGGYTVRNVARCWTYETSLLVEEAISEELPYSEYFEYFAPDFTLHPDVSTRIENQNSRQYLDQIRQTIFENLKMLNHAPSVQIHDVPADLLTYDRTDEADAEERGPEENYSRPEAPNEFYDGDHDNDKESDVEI
An asterisk follows results filed as active; . = not tested or not shown. Outcome played no part in choosing rows; overall some 5% were active at least once.

Below each compound – Platelet DG rel | aSyn UTR inh | HSF1 inh | HDAC3 inhib | KLF5 inhibitor | HSP90 refold inh | HSF1 activator | IEC-6 cytotox | AI-2 QS mod | HIF activator
1	N#CC(C#N)=C1NC2(CCCC2)Cc2ccccc21
    6 | 13 | -10 | 7 | -2 | -3 | 3 | -13 | 7 | -0.1
2	COc1ccc(CN2CCC(C(=O)N3CCCC(C)C3)CC2)cc1OC (stereo unspecified)
    2 | -21 | -5 | -11 | -7 | -1 | 18 | -4 | 8 | -0.1
3	O=C(N/N=C/C(Br)=C/c1ccccc1)C(O)c1ccccc1 (stereo unspecified)
    -7 | -74 | 52 | 10 | -66 | 3 | 61* | 13 | -8 | 2.7
4	CCOc1ccc(/C=C(\C)C(=O)c2c(C)cc(C)[nH]c2=O)cc1
    -1 | 4 | -7 | -3 | -33 | 4 | 8 | 2 | 3 | -0.6
5	COc1ccc(-c2cc(=O)oc3cc(OCC(=O)N4CCOCC4)ccc23)cc1
    4 | 10 | -2 | -2 | 1 | 0 | -1 | -8 | 23 | 0.6
6	CCOC(=O)c1cnc(SCC(=O)N2CCC(C(N)=O)CC2)nc1N
    4 | 0 | -10 | 0 | -24 | 2 | -1 | 5 | 8 | -0.7
7	Cc1nc2nc(SCC(=O)N3CCOCC3)nn2c(C)c1Cc1ccccc1
    0 | -20 | 8 | 8 | -8 | -4 | 11 | 0 | 33 | -0.5
8	Cn1c(=O)c2ncn(CC(=O)NCCC3=CCCCC3)c2n(C)c1=O
    3 | 2 | 1 | -5 | -19 | -1 | -19 | 5 | 31 | 0.6
9	COC(=O)C1C(=O)c2c([nH]c(C(=O)OC3CCCC3)c2C)CC1C (stereo unspecified)
    -7 | -131 | 0 | 4 | -120 | -3 | 16 | 3 | -14 | 4.1
10	COc1cc(/C=C(\C#N)c2nc3ccccc3o2)ccc1O
    25 | 13 | 5 | -7 | -11 | 2 | -4 | -9 | 63 | 0.1
11	O=C(NCC1(N2CCOCC2)CCCCC1)c1ccc(Cl)c(S(=O)(=O)NCc2ccco2)c1
    24 | 3 | -2 | 1 | -47 | 1 | -4 | 0 | 12 | -0.1
12	O=C(CCNC(=O)c1ccco1)Nc1ccc(F)c(Cl)c1
    5 | 14 | -5 | -1 | 17 | -2 | -1 | 3 | 33 | -0.8
13	Cc1c(Cl)cccc1NC(=O)COc1ccc(S(=O)(=O)N2CCOCC2)cc1
    9 | 4 | 1 | 4 | -17 | 0 | -5 | -2 | 18 | -0.5
14	Cc1ccc(NS(=O)(=O)c2ccc3c(c2)NC(=O)C(C)C(=O)N3)cc1C (stereo unspecified)
    -4 | 12 | -3 | -3 | 0 | 0 | -7 | 5 | 25 | 0.1
15	O=C1CC(N2CCN(c3ccc(C(=O)c4ccc(F)cc4)cc3)CC2)C(=O)N1 (stereo unspecified)
    4 | 2 | 2 | -6 | -29 | 1 | 3 | 0 | 17 | 0.1
16	COc1ccc(N2CCN(C(=O)c3sc4ncn(CC(=O)N5CCCCC5C)c(=O)c4c3C)CC2)cc1 (stereo unspecified)
    -8 | 13 | 7 | -3 | -49 | -1 | 3 | -4 | 26 | -0.4
17	CCC(CC)C(=O)Nc1cccc(C(=O)Nc2ccc(S(=O)(=O)Nc3ccc(C)cc3)cc2)c1
    2 | -3 | 13 | -1 | 11 | 0 | 23 | 1 | 34 | -0.6
18	Cc1ccc(S(=O)(=O)Nc2nc3ccccc3nc2NCC2CCCO2)cc1 (stereo unspecified)
    1 | 2 | 4 | . | -1 | -2 | -2 | 2 | 2 | 0.1
19	CCCCc1ccc(NC(=O)c2ccc(N(C)S(C)(=O)=O)cc2)cc1
    -5 | -41 | -2 | 1 | -18 | 1 | 5 | -4 | -1 | 1.4
20	O=S(=O)(N1CCCCC1)n1nnc2ccccc21
    -3 | -1 | -53* | 8 | -23 | -1 | -64 | -4 | 23 | -0.2
21	Cc1cc2ncn(-c3ncnc4sc(C)c(C)c34)c2cc1C
    -16 | 11 | 0 | 1 | -5 | 0 | 11 | 7 | 12 | 0.2
22	COC(=O)c1[nH]c(C)c(/C(O)=C2\C(=O)C(=O)N(CCN(C)C)C2c2ccccc2OC)c1C (stereo unspecified)
    8 | -10 | -6 | 1 | -4 | 3 | -6 | 8 | 38 | -0.2
23	O=C(NCc1cccs1)Nc1cccc(Cl)c1
    2 | -120 | 5 | 5 | -74 | 0 | -7 | -4 | -91* | -5.4
24	O=[N+]([O-])C1=CC=C2C(=NC3(CCCCC3)N2O)C1=NCCO
    -3 | 15 | -6 | -3 | -21 | 1 | -1 | 5 | 25 | -0.6
25	CCCSc1ccc([C@H]2N[C@@](C)(C(=O)OC)[C@H]3C(=O)N(C)C(=O)[C@@H]23)cc1OC
    -1 | 13 | 4 | 2 | . | . | -3 | . | 12 | 0.3
26	CC#CCCCC(=O)Nc1ccc(C(=O)O)cc1
    12 | -3 | -2 | -2 | -13 | 1 | 2 | -12 | 10 | -0.9
27	Cc1ccc(OCC(=O)Nc2nnc(C3CCCO3)s2)c(Br)c1 (stereo unspecified)
    5 | -17 | 5 | 4 | -43 | -1 | 15 | -1 | 28 | 2.2
28	Cc1cccc(-n2nc3c(c2NC(=O)c2ccc(Br)o2)CSC3)c1
    -4 | 5 | 9 | -3 | 5 | 2 | 8 | 0 | 1 | -0.5
29	CCc1ccc(NC(=S)N(Cc2cccnc2)Cc2ccco2)cc1
    . | . | . | 0 | -24 | 2 | . | 1 | 7 | .
30	CCOC(=O)Cn1cc(-c2ccccc2)nn1
    1 | 13 | -2 | -6 | -28 | -1 | -5 | 0 | 10 | 0.0
31	O=C(c1cn2ccccc2n1)N1CCCC(Nc2ccc(F)c(F)c2)C1 (stereo unspecified)
    -1 | -3 | -7 | 10 | -28 | -4 | 9 | 4 | 4 | -0.7
32	Oc1ccc2ccccc2c1C=Nc1ccccc1Br
    3 | 2 | 0 | 0 | -32 | 3 | 17 | -4 | 15 | -1.2
33	O=C(Nc1c2c(nn1-c1ccccc1)CS(=O)(=O)C2)c1cccs1
    5 | 5 | -1 | 0 | -19 | -3 | -3 | -3 | 28 | -0.2
34	CCN(CC)C(=O)c1cc2c(=O)c3cc(F)ccc3oc2nc1C
    2 | -49 | 11 | 2 | -18 | -5 | 12 | 0 | 8 | 0.7
35	Cc1[nH]c2ccccc2c1/C=N/Nc1nc(N2CCCCC2)nc(N2CCCCC2)n1
    3 | 22 | -3 | 1 | -29 | 4 | -5 | 0 | 10 | 0.1
36	CN(C)CCCNC(=S)Nc1ccc(-c2ccccc2)cc1
    1 | 4 | -5 | 11 | -23 | 1 | -3 | 0 | 15 | -0.2
37	O=C(Nc1cnc2sc3c(n2c1=O)CCCC3)c1ccc(F)cc1
    0 | -105 | . | -2 | -28 | 4 | . | -2 | -2 | 1.4
38	O=C(OCC(=O)N(Cc1ccccc1)Cc1ccccc1)c1ccccc1NCCO
    -1 | -8 | -9 | -4 | . | . | 12 | . | 20 | 0.3
39	O=C(N/N=C/c1ccccc1F)NC12CC3CC(CC(C3)C1)C2
    -2 | -115 | 49 | -2 | -93 | 1 | 87* | -11 | 42 | -16
40	CCOc1ccc(OCC)c(NC(=O)CCS(=O)(=O)c2ccc(C)cc2)c1
    2 | -1 | 3 | -4 | -26 | -1 | 7 | 1 | 13 | -0.2
41	Cc1cccc(-n2nnnc2SCC(=O)c2cc(C)n(Cc3ccco3)c2C)c1
    -7 | -20 | 13 | 2 | -43 | 2 | 22 | -1 | 4 | 0.6
42	Cn1c(-c2ccc3c(c2)OCO3)cnc1N
    -2 | -25 | 2 | 1 | -4 | 0 | -7 | 2 | 9 | 1.4
43	N=c1c(S(=O)(=O)c2ccc(F)cc2)cc2c(=O)n3ccccc3nc2n1CC1CCCO1 (stereo unspecified)
    -7 | 17 | -2 | -27 | -26 | 0 | -1 | 4 | 27 | 0.1
44	CC1(C)C2CCC(C2)C1C/C=N/NC(N)=S (stereo unspecified)
    12 | -1 | 2 | 1 | 5 | 2 | 21 | -1 | 12 | 0.0
45	O=C(Cc1cccc(C(F)(F)F)c1)NCc1cccnc1
    6 | -4 | -4 | -1 | -48 | 0 | 1 | -6 | 16 | 0.0

Reprinted at random: 2 entries already listed, in no set order.
Below each compound – Platelet DG rel | aSyn UTR inh | HSF1 inh | HDAC3 inhib | KLF5 inhibitor | HSP90 refold inh | HSF1 activator | IEC-6 cytotox | AI-2 QS mod | HIF activator
10	COc1cc(/C=C(\C#N)c2nc3ccccc3o2)ccc1O
    25 | 13 | 5 | -7 | -11 | 2 | -4 | -9 | 63 | 0.1
31	O=C(c1cn2ccccc2n1)N1CCCC(Nc2ccc(F)c(F)c2)C1 (stereo unspecified)
    -1 | -3 | -7 | 10 | -28 | -4 | 9 | 4 | 4 | -0.7

Further compounds follow:
Below each compound – Platelet DG rel | aSyn UTR inh | HSF1 inh | HDAC3 inhib | KLF5 inhibitor | HSP90 refold inh | HSF1 activator | IEC-6 cytotox | AI-2 QS mod | HIF activator
46	COC(=O)CSc1nnc(-c2ccc(OC)cc2OC)o1
    2 | -3 | -13 | 11 | -53 | 3 | -12 | 1 | 20 | -4.0
47	Cc1sc2ncnc(N3CCC(C(=O)NNC(=O)c4ccccc4Cl)CC3)c2c1C
    12 | 5 | -8 | 7 | 6 | 4 | -16 | 7 | -3 | 0.6
48	Cc1cccc(-c2cc3nc4c(c(N5CCOCC5)n3n2)CCCC4)c1
    7 | -114 | . | 0 | -96 | 40* | . | 6 | 2 | 2.8
49	COc1ccc(N(CC(=O)N/N=C/c2ccc(OC3CSC3)cc2)S(=O)(=O)c2ccccc2)cc1
    2 | 18 | 10 | 7 | -26 | 1 | 0 | -9 | 25 | -0.3
50	O=[N+]([O-])c1cc(C(F)(F)F)ccc1NCCCCNS(=O)(=O)c1ccc(Cl)cc1
    7 | 19 | 2 | 16 | -23 | -6 | 7 | 2 | 6 | -0.4
51	Cc1ccc(-c2ccc(=O)n(CC(=O)NCCN3CCCCC3C)n2)cc1 (stereo unspecified)
    -4 | -8 | . | -7 | -18 | -1 | . | 1 | 7 | -0.2
52	O=C(/C=C/c1cccs1)N1CCc2ccccc21
    21 | -53 | 6 | 4 | -64 | 13 | 20 | 10 | -1 | -1.0
53	CCCCC(=O)Nc1ccnc(-c2cccnc2)n1
    -1 | -12 | 0 | 9 | 28 | -2 | 3 | 5 | 5 | 0.0
54	O=C(Cn1cnc2ccccc21)NCc1ccccc1
    8 | -27 | 6 | -1 | -7 | -1 | 7 | -4 | 14 | 0.2
55	CC(C)NC(=O)CSc1nc2sccc2c(=O)n1-c1ccccc1
    -27 | 19 | -1 | 0 | 12 | 2 | 16 | 1 | 17 | -0.1
56	Cc1ccc(C(=O)CCS(=O)(=O)c2ccc(F)cc2)cc1
    -2 | -12 | -2 | -2 | -8 | 38* | -1 | 0 | 12 | -0.2
57	COc1ccc(-c2cc(C(=O)Nc3ccc(C(N)=O)cc3)c3ccccc3n2)cc1OC
    3 | -99 | 12 | 3 | -45 | 0 | 18 | 10 | 11 | 0.3
58	COc1ccc(CNCCC(c2ccc(F)cc2)c2ccc(OC(C)C)cc2)cc1OC (stereo unspecified)
    -10 | -13 | -9 | 4 | -22 | 12 | -6 | 2 | 19 | -0.9
59	Cc1ccc(C(=O)N/N=C/c2ccc(OC(=O)c3ccccc3Cl)cc2)cn1
    -24 | -16 | 18 | -3 | -3 | 2 | 37 | -8 | 5 | 0.6
60	Cc1ccc(NC(=S)N2CCC(NC(=O)C3CCCCC3)CC2)cc1C
    -14 | 10 | -9 | 6 | 1 | 0 | -7 | -6 | -7 | 0.2

Compound activity from PubChem.
